Screening results: PubChem, several laboratories
MBD2 inh: blocks human MBD2 binding to methylated DNA. inhibition, % at 4.4 µM. Q9UBB5. AID 686964. TR-FRET, MBD2 binding to methylated oligonucleotide. 370,000 compounds, 0.31% hits; in the data active = inhibition above about 13%
Target sequence (Q9UBB5 whole entry, looked up): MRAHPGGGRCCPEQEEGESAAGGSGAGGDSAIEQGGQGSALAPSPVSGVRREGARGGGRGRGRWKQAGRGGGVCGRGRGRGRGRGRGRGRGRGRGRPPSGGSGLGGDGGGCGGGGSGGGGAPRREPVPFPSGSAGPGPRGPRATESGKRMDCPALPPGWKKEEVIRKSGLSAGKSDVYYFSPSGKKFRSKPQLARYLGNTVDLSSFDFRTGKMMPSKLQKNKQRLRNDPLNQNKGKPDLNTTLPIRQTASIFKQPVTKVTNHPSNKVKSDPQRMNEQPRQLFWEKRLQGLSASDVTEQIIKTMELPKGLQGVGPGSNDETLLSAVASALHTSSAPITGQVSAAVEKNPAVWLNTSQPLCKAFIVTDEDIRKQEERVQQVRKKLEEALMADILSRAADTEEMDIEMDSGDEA
PLC-gamma1 inh: PLC-gamma1 (human) inhibition, primary screen; P19174; purified PLC-gamma1, fluorogenic substrate, fluorescence; inhibition, % at 12.2 µM; 370,000 compounds, 0.84% hits; AID 720700; in the data active = inhibition above about 9.5%
ADAM17 inh: inhibitors of human ADAM17. recombinant ADAM17, EDANS/DABCYL FRET peptide cleavage. inhibition, % at 6.95 µM. P78536. 370,000 compounds, 0.83% hits. AID 720648;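 active = inhibition above the mean of compounds lying between control limits plus 3 SD, set per campaign, cut at about 8.5% in these data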;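 note: 0% = DMSO-only wells as the low control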
DAX1 inh-1: inhibits human nuclear receptor DAX1 | P51843 | HEK293 Gal4-DAX1 luciferase reporter, luminescence | inhibition, % at 6.75 µM | 340,000 compounds, 0.99% hits | AID 504766;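 active = inhibition above the mean over all tested compounds plus 3 SD, cut at about 4.2% in these data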;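 note: 0% = DAX1-transfected cells with DMSO and 100% = empty-vector control cells with DMSO; inhibition shows as a rise in luminescence from relieved DAX1 repression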
Target sequence (P51843 207-470 limits assumed): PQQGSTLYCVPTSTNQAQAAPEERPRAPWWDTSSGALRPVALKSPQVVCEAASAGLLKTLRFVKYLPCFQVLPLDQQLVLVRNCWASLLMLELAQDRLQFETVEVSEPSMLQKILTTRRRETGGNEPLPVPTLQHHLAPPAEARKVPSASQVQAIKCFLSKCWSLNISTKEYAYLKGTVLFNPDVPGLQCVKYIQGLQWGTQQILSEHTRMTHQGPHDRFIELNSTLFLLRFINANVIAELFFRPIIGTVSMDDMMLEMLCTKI
PLC-beta3 inh: blocks human PLC-beta3 enzyme activity | AID 720704 | Q01970 | inhibition, % at 12.2 µM | Purified PLC-beta3, fluorogenic substrate, fluorescence | 370,000 compounds, 0.18% hits; in the data active = inhibition above about 11%;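 note: 0% = median of compound wells on plate and 100% = full blocker control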
hgDAF12 agonist: activates the H. glycines DAF-12 receptor ligand-binding domain | activation, % at 6.8 µM | 370,000 compounds, 1.8% hits | HEK293 GAL4-hgDAF12 UAS-luciferase reporter, agonist luminescence; normalized to butyrate control;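 active = activation above a cutoff set at the mean of all screened compounds plus 3 SD, cut at about 10% in these data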;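 note: 0% = DMSO wells and 100% = sodium butyrate wells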
SMARCA2 act: activators of SMARCA2 function | MG213 cells, MMTV-luciferase reporter, dexamethasone, overnight | activation, % at 9.1 µM | 370,000 compounds, 1% hits; in the data active = activation above about 7.8%;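 note: 0% = vehicle wells and 100% = reference activator wells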
DAX1 inh-2: DAX1 (NR0B1) inhibition, primary screen; inhibition, % at 6.8 µM; 370,000 compounds, 1.1% hits; AID 652010; HEK293T StAR-luciferase reporter, SF-1/DAX-1 repression relief;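 active = inhibition above the mean over all tested compounds plus 3 SD, cut at about 3.6% in these data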;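 note: 0% = DAX-1 cells with DMSO and 100% = cells lacking DAX-1 with DMSO; higher inhibition means more luminescence from relief of DAX-1 repression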
ssDAF-12 act: activators of S. stercoralis DAF-12 nuclear receptor; HEK293 ssDAF-12/GRIP1 lit1-tk-luc reporter, luminescence; % of 3 µM dafachronic acid response; activation, % at 6.8 µM; 370,000 compounds, 1% hits;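 active = activation above the mean over all tested compounds plus 3 SD, cut at about 0.9% in these data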;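 note: 0% = DMSO-only wells and 100% = 3 µM delta7-dafachronic acid wells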
Rev-erbA mod: modulators of human Rev-erb alpha DNA binding | Rev-erbα–FITC-DNA binding, fluorescence polarization, 90 min | AID 1259318 | P20393 | 370,000 compounds, 0.79% hits | activity, % at 10 µM;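 active = activity above about 14%, limit read from the data; passing the limit was not always enough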;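 note: 0% = DMSO wells with 35 nM protein and 100% = DMSO wells with 750 nM protein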
hcDAF-12 act: activators of H. contortus DAF-12 nuclear receptor; HEK293 hcDAF-12 lit1-tk-luc reporter, luminescence; 0% DMSO, 100% Δ7-dafachronic acid; activation, % at 6.8 µM; 370,000 compounds, 1.4% hits;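 active = activation above the mean of all tested compounds plus 3 SD, cut at about 5.5% in these data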;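 note: 100% = response to 3 µM Δ7-dafachronic acid high control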
Starred values were filed as active, the others as inactive; i = inactive; . = not tested or not shown. Compounds as they come, and some 7.4% of all compounds hit somewhere here.

entry	Molecule	PLC-gamma1 inh	ADAM17 inh	MBD2 inh	ssDAF-12 act	PLC-beta3 inh	DAX1 inh-1	DAX1 inh-2	SMARCA2 act	hcDAF-12 act	hgDAF12 agonist	Rev-erbA mod
1	Cc1cccc(NC(=O)c2cc(-c3c(C)cc(C)cc3O)n[nH]2)c1	3	0	0	-1.3	-2	-0.3	0.5	2	-1.5	1.5	-4
2	CC(C)N1C(=O)C2C(C(=O)NC3CCCCC3)C3C=CC2(O3)C1C(=O)NC1CCCCC1 (stereo not drawn)	-1	-4	0	-1.2	-1	2.7	-0.8	2	-2.0	1.0	-3
3	CC1(C)CC2(CCO1)OC(=O)CC2C(=O)NCc1ccccc1 (stereo not drawn)	2	-1	0	-0.5	4	0.6	-0.4	3	-0.9	0.1	2
4	C=CCOc1nc2c(c(=O)n(C)c(=O)n2C)n1Cc1ccccc1Cl	-2	-2	-3	-1.7	3	-1.1	-0.6	0	-1.5	0.0	-3
5	Cc1ccc(C(=O)N/C(=C\c2cccs2)C(=O)NCCc2c[nH]c3ccccc23)cc1	3	3	1	-0.8	2	1.4	2.0	0	4.1	5.4	2
6	COc1ccc(-c2nnc(SCC(C)C)o2)cc1	1	-5	-3	0.7	1	3.1	4.8*	7	4.1	23*	6
7	O=C1OC(c2ccc(O)cc2)(c2ccccc2O)c2ccccc21 (stereo not drawn)	1	2	2	-1.2	-5	0.5	0.2	-1	0.4	-1.7	-3
8	CCCN(CCC)c1ccc(CC(=O)NC(C)Cc2ccccc2)cc1 (stereo not drawn)	3	2	-8	-1.6	2	-0.8	-0.5	3	-0.9	-1.2	-1
9	CCOc1ccc(C(=O)Nc2ncn[nH]2)cc1	5	3	-2	-1.1	-1	0.1	0.7	0	-0.6	0.2	3
10	c1ccc(-c2c[nH]c3[n+]2CCCCC3)cc1	1	-4	-4	-0.7	7	0.2	-0.9	1	-0.8	-2.8	0
11	CCC(CC)N1CCN(C(=O)c2cccc(Cl)c2)CC1	8	-3	3	-1.4	-8	-0.6	0.2	-2	-2.4	-0.4	1
12	C/C=C/COC(=O)c1[nH]c2c(c1C)C(=O)CC(c1ccc(N(C)C)cc1)C2 (stereo not drawn)	-3	5	1	-2.2	0	-2.1	-0.7	2	-2.4	0.2	-4
13	COCCNC(=O)C(=O)Nc1cc2c3c(c1)CC(=O)N3CCC2	-1	1	-5	-0.8	-4	0.6	0.3	-2	1.2	1.7	1
14	c1cnc2ccc(-n3ccnc3)cc2c1	-1	-4	2	-1.0	1	.	0.8	0	0.2	5.0	3
15	Cc1cc(OCC(=O)Nc2ccc3c(c2)OCCO3)cc(C)c1Cl	2	3	-6	0.6	-2	-0.5	0.1	0	-1.6	1.0	5
16	COc1ccc2c(c1)C[C@]1(C)c3ccccc3C(=O)N(Cc3ccccc3)[C@H]21	3	5	1	-1.7	2	-1.1	-0.5	0	-1.9	-2.4	-2
17	Clc1ccc(CN2CCN(c3ncc(Cc4ccccc4)cn3)CC2)c(Cl)c1	0	-9	-3	-1.6	-1	.	-2.9	-7	-2.8	-2.0	-3
18	O=[N+]([O-])c1ccccc1SNc1ccc(Br)cn1	1	-2	-1	-1.8	1	0.7	-0.3	-3	0.5	-1.8	4
19	CC1CC(c2ccccc2)=Nc2ccccc2N1 (stereo not drawn)	-13	-5	1	-0.1	-20	-0.2	0.7	2	5.7*	8.2	-5
20	O=C(Nc1ccc2nc3n(c(=O)c2c1)CCCCC3)C(=O)N1CCN(c2ccccc2F)CC1	1	-2	1	-1.2	-6	1.2	-0.1	-2	-0.1	0.1	-1
21	CCOc1cc(-c2nc(-c3ccccc3)c(-c3cc([N+](=O)[O-])ccc3C)[nH]2)ccc1O	0	12*	3	-2.1	-1	1.8	-0.5	-4	-3.6	-4.4	-1
22	Cc1ccc(S(=O)(=O)N2CCN(C(=O)c3c(-c4ccccc4)noc3C)CC2)cc1C	1	-1	0	-0.3	-5	-1.2	0.4	0	0.5	1.7	-4
23	CCOc1ccccc1N(C)C(=O)c1cn(C)c(=O)c2ccccc12	5	-1	-6	-1.2	-2	-0.9	-0.3	3	-0.8	-1.7	-4
24	CSc1cccc(NS(=O)(=O)c2ccc(C(C)=O)cc2)c1	2	-4	3	-2.2	-13	-1.2	-1.9	-3	-1.6	-7.9	-4
25	Cc1ccc(S(=O)(=O)CCC(=O)OC(C)C(=O)Nc2ccc(N3CCOCC3)cc2)cc1 (stereo not drawn)	1	0	-6	-0.9	2	0.0	-0.4	-1	-0.3	2.1	-2

The last two entries of the section before come first, to join the parts:
entry	Molecule	PLC-gamma1 inh	ADAM17 inh	MBD2 inh	ssDAF-12 act	PLC-beta3 inh	DAX1 inh-1	DAX1 inh-2	SMARCA2 act	hcDAF-12 act	hgDAF12 agonist	Rev-erbA mod
24	CSc1cccc(NS(=O)(=O)c2ccc(C(C)=O)cc2)c1	2	-4	3	-2.2	-13	-1.2	-1.9	-3	-1.6	-7.9	-4
25	Cc1ccc(S(=O)(=O)CCC(=O)OC(C)C(=O)Nc2ccc(N3CCOCC3)cc2)cc1 (stereo not drawn)	1	0	-6	-0.9	2	0.0	-0.4	-1	-0.3	2.1	-2
26	Cc1ccc(N2CCN(C(=O)C(=O)c3ccc4c(c3)OCO4)CC2)cc1	-1	-4	-4	-1.3	-6	.	0.4	0	-2.0	0.8	3
27	COc1c2ccoc2c(OCC=C(C)C)c2oc(=O)ccc12	-24	-3	1	-1.6	-34	0.1	-0.9	0	-2.4	0.7	2
28	O=C(OCc1ccccc1)N1CCCC1/C=C/CN1CCOCC1 (stereo not drawn)	2	0	4	-1.9	3	-0.9	0.0	1	-1.1	-3.8	-4
29	O=C(Nc1ccc(C(F)(F)F)cc1)C1CC(=O)N(c2ccc3c(c2)OCCO3)C1 (stereo not drawn)	2	6	-3	-1.7	1	-0.1	-0.6	-5	-0.5	-4.8	-9
30	CCN(CC)S(=O)(=O)c1ccc(N2CCOCC2)c(NC(=O)c2cc3ccccc3oc2=O)c1	6	5	-4	-0.7	3	-0.5	0.4	-2	-0.6	0.0	1
31	NNC(=S)Nc1c(F)cc(F)cc1Br	0	-4	1	-0.7	-6	0.9	0.2	0	2.0	1.7	4
32	CC(NC(=O)c1ccc(CS(=O)(=O)c2ccc(Cl)cc2)o1)c1ccc2c(c1)OCCO2 (stereo not drawn)	0	0	0	-1.7	0	-0.4	-1.2	0	-2.1	-4.5	-1
33	CN1C(=O)c2cccc3c(S(=O)(=O)N(C)C)ccc1c23	i	-219	-5	-1.4	i	2.2	0.6	0	-2.4	-1.2	-2
34	CCC(=O)N(CCc1ccccc1C)Cc1cc2ccc(C)cc2[nH]c1=O	-1	1	-5	-1.7	-7	-0.2	-0.4	-1	-0.6	0.4	6
35	COc1ccc(N=C2SC(CC(=O)Nc3ccc(F)cc3)C(=O)N2Cc2ccco2)cc1 (stereo not drawn)	5	12*	4	-1.1	3	-2.1	-0.9	-2	-2.4	-1.9	1
36	COc1ccc(CNC(=O)CSc2n[nH]c(N)n2)cc1	1	-2	-4	-0.5	-1	-0.5	0.2	1	-0.1	2.1	9
37	Cc1cccc(NC(=O)c2sc(C)nc2C)c1	2	-4	-4	-0.2	0	1.4	0.5	2	4.2	5.6	-3
38	CCN(CC)CCOC(=O)c1ccc(NC(=O)CSc2nnc(-c3cccs3)n2CC)cc1	-1	-1	-4	-0.6	-6	-0.2	1.2	1	-0.9	0.1	4
39	O=C(NNC(=O)c1sc2ccccc2c1Cl)Nc1ccc(Cl)cc1	1	5	3	-1.1	-3	0.2	0.1	0	1.5	0.2	-3
40	Cc1ccc(Cl)cc1-c1cc(C(=O)NCc2cc(C(F)(F)F)cc(C(F)(F)F)c2)[nH]n1	3	-2	-1	-0.9	-1	.	-0.7	-4	-1.4	-1.2	4
41	O=C(NC1CCN(Cc2ccccc2)CC1)C1CCN(S(=O)(=O)c2ccc(Cl)cc2)CC1	2	-1	6	-1.7	-5	-2.7	-0.8	-3	-2.3	-3.5	8
42	CCN(C(=O)CSc1nnc(-c2ccc3c(c2)OCO3)o1)C1CCS(=O)(=O)C1 (stereo not drawn)	-3	-4	1	-1.2	-5	0.3	1.1	-4	0.4	-0.4	-2
43	CCC(C)/C(C)=N/Nc1ccc(S(N)(=O)=O)cc1[N+](=O)[O-] (stereo not drawn)	4	-2	-7	-1.7	-4	0.1	-0.6	-1	-3.3	0.7	9
44	CCN(CC(=O)Nc1c(F)cccc1F)C(=O)C1CCN(C(=O)c2ccc(F)cc2)CC1	0	-2	-1	-0.8	-7	-0.4	-0.1	-1	-0.6	-0.8	-5
45	NC(=O)NOCc1ccccc1	1	0	3	-0.9	-1	-0.6	-0.2	-1	-1.4	-3.7	-2
46	Cc1cc(Cl)ccc1NC(=S)NC1CCCC1	1	3	1	-1.3	-2	0.0	0.3	-2	-1.1	1.3	1
47	CCN(Cc1ccncc1)Cc1ccc(OC)c(OC)c1	5	-1	-3	-0.2	-7	1.4	-0.8	0	-0.5	-1.5	-3
48	Oc1ccc(CNc2ccccc2O)cc1	-6	-6	-3	-0.8	-12	-1.1	-1.1	-2	3.2	-1.4	7
49	Cc1cccc(NC(=O)CCNS(=O)(=O)c2ccc(Cl)cc2)c1	-1	1	0	-0.7	-4	0.1	0.2	1	0.0	-0.6	2
50	Nc1ccn([C@@H]2O[C@H](C(=O)N[C@H](CO)c3ccccc3)[C@@H](O)[C@H]2O)c(=O)n1	1	-7	-1	-1.1	-5	.	1.4	-2	1.8	1.5	5

The results go on:
entry	Molecule	PLC-gamma1 inh	ADAM17 inh	MBD2 inh	ssDAF-12 act	PLC-beta3 inh	DAX1 inh-1	DAX1 inh-2	SMARCA2 act	hcDAF-12 act	hgDAF12 agonist	Rev-erbA mod
51	CCc1sc(C(=O)N2CCN(C(=O)c3ccccc3)CC2)cc1C	1	-4	-4	-1.1	-5	-1.6	-1.2	0	-2.3	-0.6	3
52	COc1ccccc1C1c2c(ncn(-c3ccccc3)c2=N)Oc2ccc3ccccc3c21 (stereo not drawn)	4	1	-3	-1.2	-1	.	.	.	-0.9	5.5	-4
53	C/C(=N/NC(=O)c1ccncc1)c1cc2ccc(O)cc2oc1=O	-445	i	-3	-0.3	i	-0.6	-0.2	-1	-0.9	2.3	14
54	Oc1c(Cl)cc(Cl)cc1/C=N/NC(=S)NC1CC2C=CC1C2 (stereo not drawn)	i	-104	2	-1.6	i	0.8	-0.7	-3	-2.1	-1.8	-4
55	COc1ccc2oc(C(=O)OCC(=O)N3CCCCC3)c(C)c2c1	-124	-86	4	0.6	-154	4.9*	1.6	-1	0.5	3.1	7
56	CCOC(=O)N1CCC(c2cc(=O)n(-c3ccccc3)[nH]2)CC1	9.9*	1	0	-0.6	8	-0.5	-1.1	-2	-0.4	-1.3	1
57	CC(C)C[C@H]1CN(CCCC[C@@H]2CNC(=O)C(=O)N2CC2CCCCC2)C(=O)C(=O)N1CCc1ccccc1	3	0	4	-1.2	-4	.	0.8	2	1.5	1.8	6
58	CC[C@H](NC(=O)c1c(C)c(-c2ccccc2)nc2ccccc12)c1ccccc1	1	-5	-4	-1.1	1	-0.6	1.0	6	-0.2	0.3	3
59	N#CC1(NC(=O)CSc2nc3ccccc3s2)CCCCC1	12*	5	-1	-0.2	4	0.4	0.5	-2	-0.5	1.4	3
60	CCN(C(=O)COC(=O)c1oc2ccc(OC)cc2c1C)C1CCS(=O)(=O)C1 (stereo not drawn)	-151	-108	-4	-1.0	-166	0.0	-0.3	-3	-1.6	4.6	-3
